# From PubChem BioAssay
# OPRM1-OPRD1 inv: inverse agonists of MOR-DOR heterodimerization, primary screen, cell-based, luminescence; Mu-type opioid receptor (Homo sapiens) + Delta-type opioid receptor (Homo sapiens), …; cell-based MOR-DOR heterodimer luminescence, inverse agonism; inhibition, % at 9.3 µM; 340,000 tested, 0.21% active; AID 504357, 2011; in the data active = inhibition above about 22%, passing the limit was not always enough;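 also: 0% = cells with DMSO and 100% = wells without cells with DMSO; values of inactives mirror those of a sister screen read the other way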
# PfHsp90 set2: growth inhibition of PfHsp90-expressing yeast, primary screen, antimalarial PfHsp90 inhibitor project, S. cerevisiae, BacTiter-Glo luminescence, single point, set 2; BacTiter-Glo ATP, 48 h; yeast lacking PDR1 and PDR3 efflux regulators; inhibition, % at 9.4 µM; 310,000 tested, 0.32% active;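 active = every replicate shows inhibition above about 80%, whatever the replicate mean, limit read from the data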;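 also: 0% = DMSO neutral controls and 100% = 20 µM radicicol positive controls; yeast relying on Plasmodium falciparum Hsp90 in place of its own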
# phage Ecoli inh: growth loss of phage-infected E. coli, primary screen, RecBCD inhibitor project, absorbance, with phage, HTS; inhibition, % at 11.9 µM; 360,000 tested, 0.26% active; in the data active = inhibition above about 11%
# Mot1-301 SUMO: yeast Mot1-301 growth rescue at high temperature, primary screen, SUMOylation pathway inhibitor project, S. cerevisiae, ATP luminescence, 38.5C; S. cerevisiae Mot1-301 growth rescue; percent above DMSO median, 100 means doubled; growth rescue, % at 18.8 µM; 320,000 tested, 1% active; AID 2716, 2010;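 active = every valid replicate shows activation above 250% relative to neutral control wells; inactive = the rest, any valid replicate at or below 250%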;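 also: OY570 slx delta 5 strain wells were the positive control but not used for scaling; some compounds called inactive have numbers as strong as hits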
# MOR-DOR ag: agonists of OPRM1-OPRD1 heterodimerization, primary screen, cell-based, luminescence; Mu-type opioid receptor (Homo sapiens) + Delta-type opioid receptor (Homo sapiens), …; cells; activation, % at 9.3 µM; 340,000 tested, 0.3% active; in the data active = activation above about 18%;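 also: 0% = vehicle-treated cells and 100% = reference agonist; values of inactives mirror those of a sister screen read the other way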
# PKA-R1A act: activators of PKA-R1A holoenzyme, primary screen, biochemical, fluorescence polarization, Cy5-IP20, bovine R1A, mouse PKAc; cAMP-dependent protein kinase type I-alpha regulatory subunit (Bos taurus) + …; PKA-R1A dissociation; scaled: DMSO 0%, 113 µM cGMP 100%; 340,000 tested, 0.083% active; activation, % at 11.4 µM;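 active = percent activation above the mean of all tested compounds plus 3 SD, cut at about 19% in these data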;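 also: higher means more PKAc released from R1A so a rise in polarization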
# Arr AP2 block: inhibitors of beta-arrestin/AP2 binding, primary screen, biochemical, GPCR trafficking, flow cytometry; FITC-arrestin peptide / GST-AP2 beads; AP2 beta2 appendage carries R879A mutation; inhibition, % at 10 µM; 340,000 tested, 0.31% active; AID 504490, 2011;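 active = inhibition above a set limit, near 3 SD of compounds lacking own fluorescence, cut at about 54% in these data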;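 also: plate controls were DMSO wells for no effect and 5 µM unlabelled arrestin peptide for full effect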
#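 Material – GST-tagged AP2 beta2-adaptin appendage (R879A) on 4 µm glutathione beads · Probe or stimulus – fluorescein-tagged arrestin peptide at 50 nM final · Timing – 12 min plus 1 h, RT · Detection – bead flow cytometry, FITC channel · Read-out basis – inhibition as reduced fluorescein signal on beads, percent · Medium – PBS plus Tween 20 (0.05%) and BSA (0.1%)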
# Ecoli viability: E. coli V3065 growth inhibition, primary screen, counter-screen for AddAB inhibitor project, absorbance, OD600 | 18 h | inhibition, % at 11.9 µM | 330,000 tested, 0.27% active | AID 449728, 2010;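 active = inhibition above the campaign's mean inhibition across all tested compounds plus 3 SD, cut at about 9.9% in these data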;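 also: uninfected addAB+ strain grown without phage in ampicillin broth; 0% = DMSO wells and 100% = ciprofloxacin 0.95 µg/ml wells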
# DSG3 Ab inh: inhibitors of pemphigus antibody binding to DSG3, primary screen, biochemical, bead-based, flow cytometry, scFv-GFP; 310,000 tested, 0.48% active; DSG3-coupled beads, scFv-anti-DSG3-GFP binding; active compounds read low; binding (percent of control), % at 10 µM;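 active = binding more than 3 SD below its plate's average and above zero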;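 also: hits lower antibody fragment binding to DSG3; some compounds called inactive have numbers as strong as hits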
# Target sequence (P32926 whole entry, looked up, the tested form may be a part): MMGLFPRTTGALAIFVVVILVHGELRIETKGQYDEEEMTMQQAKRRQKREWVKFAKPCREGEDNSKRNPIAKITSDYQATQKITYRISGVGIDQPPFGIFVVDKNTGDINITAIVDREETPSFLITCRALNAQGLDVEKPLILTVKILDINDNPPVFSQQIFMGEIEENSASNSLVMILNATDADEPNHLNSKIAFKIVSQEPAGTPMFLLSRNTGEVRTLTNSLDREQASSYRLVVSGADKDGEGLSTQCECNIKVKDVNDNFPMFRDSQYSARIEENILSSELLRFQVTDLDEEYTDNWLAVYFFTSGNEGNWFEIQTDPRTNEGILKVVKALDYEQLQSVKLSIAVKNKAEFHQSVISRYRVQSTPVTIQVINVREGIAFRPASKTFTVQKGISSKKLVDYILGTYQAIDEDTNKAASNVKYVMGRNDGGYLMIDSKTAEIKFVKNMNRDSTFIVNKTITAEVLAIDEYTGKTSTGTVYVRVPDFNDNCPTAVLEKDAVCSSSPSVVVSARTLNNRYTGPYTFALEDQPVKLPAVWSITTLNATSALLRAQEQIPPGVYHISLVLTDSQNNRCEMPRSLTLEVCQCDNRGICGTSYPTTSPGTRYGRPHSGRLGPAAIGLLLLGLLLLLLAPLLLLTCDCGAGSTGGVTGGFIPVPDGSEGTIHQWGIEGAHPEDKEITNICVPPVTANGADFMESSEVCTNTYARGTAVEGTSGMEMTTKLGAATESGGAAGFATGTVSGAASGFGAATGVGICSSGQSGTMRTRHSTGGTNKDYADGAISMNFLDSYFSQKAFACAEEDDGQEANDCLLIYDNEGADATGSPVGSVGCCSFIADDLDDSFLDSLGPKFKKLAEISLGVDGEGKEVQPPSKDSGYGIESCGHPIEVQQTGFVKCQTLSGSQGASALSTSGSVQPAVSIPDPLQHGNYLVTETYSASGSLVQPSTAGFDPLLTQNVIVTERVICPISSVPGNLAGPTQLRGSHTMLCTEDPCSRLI
# Tat transport: E. coli Tat export inhibitors, primary screen, MC4100, TorA-mCherry reporter, fluorescence, single point | inhibition, % at 10 µM | 340,000 tested, 0.036% active;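 active = mean replicate inhibition at least 50% and at least half of replicates individually reaching 50%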;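 also: exported cargo escapes ClpAP degradation while cytoplasmic cargo is degraded and loses fluorescence; 0% = median of neutral control wells and 100% = median of NaSCN control wells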
# AddAB inh: growth inhibition of E. coli expressing H. pylori AddAB, primary screen, AddAB inhibitor project, absorbance; inhibition, % at 11.9 µM; 330,000 tested, 0.29% active; in the data active = inhibition above about 12%;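 also: 0% = vehicle wells of infected cells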
# * hit, by the source's call; / = no result given.
SMILES,OPRM1-OPRD1 inv,PfHsp90 set2,phage Ecoli inh,Mot1-301 SUMO,MOR-DOR ag,PKA-R1A act,Arr AP2 block,Ecoli viability,DSG3 Ab inh,Tat transport,AddAB inh
NC(=O)NC(CC(=O)NNC(=O)c1cccs1)c1ccc(Cl)cc1 (stereo unspecified),18,-28,1.6,10,-3.6,1,-9,0.5,96,-10,2.4
O=C(O)CC(CNS(=O)(=O)c1ccccc1)c1ccccc1 (stereo unspecified),7,-6,-1.8,140,-1.3,1,19,-1.6,/,10,3.1
O=S(=O)(c1ccc(Cl)nc1)N1CCCC1,-3,1,0.8,5,0.7,13,-1,0.2,109,-1,-1.7
C=CCC(=O)NC1CCCc2c1cnn2-c1cc(F)cc(F)c1 (stereo unspecified),4,1,1.5,-17,-0.8,-7,-11,-0.6,108,-9,-1.7
Cc1ccc(O)c(C(=O)C=Cc2ccccc2)c1,-15,-8,3.5,/,3.4,6,27,/,101,4,/
O=C(Cc1ccc(S(=O)(=O)N2CCOCC2)s1)Nc1cc(Cl)ccc1Cl,-21,-5,2.0,10,4.1,-11,-17,-1.4,99,-1,0.2
O=c1c2c3c(sc2n(CCN2CCCC2)c(=O)n1Cc1ccco1)CCCCC3,-1,-15,3.0,11,0.1,-3,10,-2.7,98,-1,-0.3
CC(=O)Nc1cccc(NC(=O)c2ccc3[nH]c(C)c(C)c3c2)c1,7,19,1.7,5,-1.1,-1,1,0.1,100,-2,2.3
C=CCNC(=O)O/N=C/c1csc([N+](=O)[O-])c1,/,6,3.9,-2,/,/,-2,1.9,92,-11,1.6
O=C(CN1CCOCC1)Nc1ncc(Cc2ccccc2Cl)s1,7,0,-1.4,-4,-1.2,11,-9,-0.9,92,-1,-0.3
O=C(CSCc1c(F)cccc1Cl)Nc1ccccc1C(=O)N1CCOCC1,-1,0,1.1,1,0.1,-7,9,-1.8,103,-14,-0.4
COC(=O)c1ccc2[nH]ccc2c1,11,3,1.6,5,-1.9,0,3,-1.9,/,-7,1.1
CCc1ccccc1NC(=O)CSc1nc2ccccc2nc1N1CCOCC1,-4,-14,3.0,-18,0.6,-15,28,1.3,95,5,3.5
COc1ccc(Cl)cc1NC(=O)c1ocnc1C,0,/,1.2,7,-0.1,1,6,-0.2,100,4,1.6
Cc1cccc(C(=O)NN/C=C/C(=O)c2ccccc2)c1,25,2,1.3,-3,-5.4,-10,-4,0.4,98,14,2.8
O=C(CCCN1C(=O)[C@H]2CC=CC[C@H]2C1=O)NCc1nc(-c2ccccc2)no1,-3,-3,1.3,27,0.7,-5,-5,1.0,89,2,1.6
Cc1ccc(CN(C)C(=O)c2ccc(S(=O)(=O)N(C)c3ccccc3)cc2)o1,14,6,4.1,/,-2.1,7,-6,/,96,3,/
CN(Cc1cccnc1)C(=O)c1cc(COc2ccc3c(c2)CCCC3)on1,10,5,1.6,12,-1.9,1,0,-3.0,112,9,2.0
Cc1ccc2oc3nc(C)c(C(=O)O)cc3c(=O)c2c1,15,5,1.9,-33,-2.5,6,20,-0.8,111,-7,0.5
CC(=O)c1ccc(-c2ccc(C(=O)N3CCN(c4ccc(F)cc4)CC3)o2)cc1,-5,1,4.0,30,1.1,0,-6,-0.2,97,4,0.9
Cc1cccc(NC(=O)c2ccc(S(=O)(=O)N3CCCC3)cc2)c1C,5,8,1.8,-9,-0.6,5,1,0.1,/,-7,5.1
CCNC(=O)CC1C(=O)N(c2ccc(F)cc2)C(=O)N1Cc1cccs1 (stereo unspecified),-5,-17,0.9,-6,1.0,7,1,0.5,103,8,0.5
O=C(Nc1ccc2c(c1)OCCO2)C(=S)NCc1ccccc1,-8,-2,-0.9,-1,1.7,-7,6,1.0,/,-5,3.5
O=C(COc1ccccc1Cl)N1CCN(c2ccc([N+](=O)[O-])c(N3CCOCC3)c2)CC1,11,21,0.1,5,-1.9,-12,2,-2.8,98,9,-2.5
O=S(=O)(CCc1ccccc1)/N=C/c1cccs1,13,15,2.4,213,-2.7,2,-11,-0.8,101,-2,-1.4
O=C(O)c1ccccc1C(=O)OCc1c(-c2ccccc2)ncc2ccccc12,12,8,3.7,-2,-2.2,-10,-2,0.2,100,7,2.5
COc1cccc(NC(=O)CSc2nnc(-c3cc(C)n(-c4ccccc4)c3C)o2)c1,-18,-17,2.9,-2,3.0,-2,-3,-1.9,108,11,2.7
CCOC(=O)C1CCN(C(=O)C2CCCN(c3ncnc4c3nc3n4CCCCC3)C2)CC1 (stereo unspecified),-8,-7,0.5,2,1.5,-7,-14,0.9,103,-1,0.3
CCC(=O)N1c2ccccc2NC2=C(C(=O)CC(C)(C)C2)C1c1cccnc1 (stereo unspecified),3,-26,1.5,-7,-0.6,1,10,1.6,105,-2,3.0
CCS(=O)(=O)c1ccc(-c2cccc(NC(=O)c3ccco3)c2)nn1,-7,1,4.8,135,1.1,-10,6,1.6,106,-6,-1.4
COc1ccc2sc(-c3ccc(SC)cc3)c(C#CCO)c2c1,-35,31,0.5,18,6.0,4,7,-0.6,92,8,5.1
CCCN(C(=O)CCNC(=O)c1ccc(Cl)cc1)c1c(N)n(Cc2ccccc2)c(=O)[nH]c1=O,11,0,1.2,-2,-2.7,5,-14,-2.6,/,-1,1.3
O=C(N1CCCCC1)C1(S(=O)(=O)c2ccccc2)CC=CC1,9,-15,1.6,-26,-1.5,11,0,-0.3,111,-5,1.9
CN(C)S(=O)(=O)c1cccc(NC(=O)c2cccc(S(=O)(=O)N3CCCCC3)c2)c1,-1,-11,1.9,44,0.2,2,0,2.1,122,-2,0.6
Cc1ccc(S(=O)(=O)N2CCCC2C(=O)N(C)Cc2cccs2)cc1 (stereo unspecified),5,-11,2.5,8,-1.1,2,-6,-0.3,99,-4,-2.1
O=C1c2cccc3cccc(c23)C(=O)N1c1cccnc1,-9,-35,1.1,-6,1.4,3,-9,2.5,96,-5,1.1

# Three of the entries above in order of the phage Ecoli inh value, smallest number first.
smiles | phage Ecoli inh
CCCN(C(=O)CCNC(=O)c1ccc(Cl)cc1)c1c(N)n(Cc2ccccc2)c(=O)[nH]c1=O | 1.2
CN(C)S(=O)(=O)c1cccc(NC(=O)c2cccc(S(=O)(=O)N3CCCCC3)c2)c1 | 1.9
COc1cccc(NC(=O)CSc2nnc(-c3cc(C)n(-c4ccccc4)c3C)o2)c1 | 2.9

# Next part:
SMILES,OPRM1-OPRD1 inv,PfHsp90 set2,phage Ecoli inh,Mot1-301 SUMO,MOR-DOR ag,PKA-R1A act,Arr AP2 block,Ecoli viability,DSG3 Ab inh,Tat transport,AddAB inh
Cc1c(NC(=O)COC(=O)c2ccc[nH]c2=O)c(=O)n(-c2ccccc2)n1C,12,-9,2.4,-11,-2.3,-12,-18,0.5,97,-14,2.1
CCN(Cc1ccccc1)C(=O)CC1Oc2ccccc2NC1=O (stereo unspecified),5,-4,1.5,-17,-0.9,10,3,-3.0,105,-5,1.9
COc1ccc(S(=O)(=O)N2CCCCCC2)cc1C(=O)OCC(=O)NC(C)(C)C,6,-34,4.1,-12,-1.3,-3,1,2.8,106,5,4.3
Cc1nn(CCC(=O)O)c(C)c1C,13,10,0.8,7,-2.3,1,-9,2.4,97,-2,-2.3
CCCCCCC(=O)Nc1ccc(S(=O)(=O)Nc2onc(C)c2C)cc1,16,-8,1.4,-3,-3.2,-9,7,1.2,116,-1,5.9
C=CCn1c(N)c(C(=O)Nc2ccccc2OC)sc1=S,-8,0,2.3,-9,1.5,-11,-6,2.9,97,4,0.0
NC(=O)NCCCC(=O)NCC(c1ccccc1Cl)c1c[nH]c2ccccc12 (stereo unspecified),5,-5,-2.2,1,-0.9,-6,-16,0.4,102,-6,-0.6
Cc1ccc(C(=O)N/N=C\c2ccc([N+](=O)[O-])o2)cn1,-26,3,18*,1,5.1,-3,8,20*,106,-14,84*
CCOc1cc(CNc2ncnc3nc[nH]c23)ccc1OC,16,-10,2.7,1,-2.9,5,6,-0.4,102,-10,-1.4
CC(=O)C[C@H]1c2ccccc2S(=O)(=O)N1c1ccccc1,-2,5,-0.1,-9,0.3,-5,3,-1.0,104,1,0.5
CCNC(=O)C/C(C)=N/NC(=O)C1CCCCC1,13,18,2.0,21,-2.5,-11,3,1.2,/,-5,4.0
CC(C)(C)c1ccc(C(=O)COC(=O)CN2C(=O)NC3(CCCC3)C2=O)cc1,-6,2,0.6,522*,1.1,-8,-8,-0.7,/,-3,0.6
O=C(NNC(=O)c1ccccc1O)c1ccccc1O,9,-9,30*,/,-2.1,-9,-5,/,89,0,/
COc1ccc(N2C(=O)N3[C@H](c4ccc(Cl)cc4)[C@@H]4C(=O)N(C5CCCCC5)C(=O)[C@@H]4[C@]3(C)C2=O)cc1,9,-14,2.7,3,-1.6,10,7,-2.1,109,1,-0.2
COc1ccc(/C=N/NC(=O)Cc2ccc(Cl)cc2)cc1OC,16,-10,4.6,-29,-3.3,2,-9,-0.2,86,3,-0.9
N#C/C(=N\Nc1cccc(C(F)(F)F)c1)C(=O)c1ccsc1,5,-31,3.2,9,-0.9,-9,-9,2.2,116,8,2.5
CCn1cc(C(C)(C)C)c(C#N)c1NC(C)=O,8,32,2.1,-2,-1.7,4,5,-0.4,99,4,4.8
O=C(Nc1ccccn1)c1ccc(Br)s1,9,-40,0.8,-4,-1.7,2,4,-0.6,114,-1,-0.1
Cc1ccc2c(c1)C1CN(C)CCC1N2S(=O)(=O)c1ccc(Oc2ccc([N+](=O)[O-])cc2)cc1 (stereo unspecified),/,6,4.7,-14,/,0,20,1.6,107,6,-1.2
COc1ccc(S(=O)(=O)N2CCCOC2CNC(=O)C(=O)NCc2ccccn2)cc1 (stereo unspecified),6,8,3.6,93,-1.1,-8,13,-0.7,97,-5,4.2
CC(=O)Nc1ccccc1C(=O)C(=O)Nc1cccc(C(=O)NCC2CCCO2)c1 (stereo unspecified),4,/,2.5,-1,-0.7,-12,-5,-0.4,125,5,1.4
COc1cc(/C=C/C(=O)Nc2nnc(CC(C)(C)C)s2)cc(OC)c1OC,11,-12,3.6,10,-2.2,-16,11,0.3,82,3,0.3
Cc1nc2ccccc2c2c1C(=O)N(Cc1cccnc1)C2=O,3,/,1.6,30,-0.6,2,7,-0.4,99,10,-3.6
CCc1ccc(-c2cc(C(F)(F)F)n3nc(C(=O)Nc4c(C)nn(Cc5ccc(F)cc5)c4C)cc3n2)s1,-9,-73,1.8,23,1.7,4,2,-2.5,94,6,-0.1
